# USP2a inh: inhibitors of human ubiquitin-specific protease USP2a; hit rate 0.01% among 330,000; Potency, µM (doses to about 38.3 µM), without a hit: at the top dose activity change, negative = inhibition, most hits filed as inhibitors; O75604; USP2 core, Ub-CHOP2 coupled fluorogenic reporter, 485/531;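 further: potency means the concentration at half of the fitted maximal effect; plate controls were DMSO wells for no effect and full inhibition by NEM control for full effect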
#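 Cell-free coupled assay: 10nM USP2 core preincubated 30min RT with compound in Tris-HCl pH 8.0/CaCl2/CHAPS buffer, then 25nM Ub-CHOP2 and 25nM reporter substrate; fluorescence (Ex 485/Em 531) read after 60min RT, normalized to NEM inhibition, concentration-response curves fitted.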
# GALK inhibitor: galactokinase (human) inhibition | P51570 | Purified GALK, Kinase-Glo residual ATP luminescence | Potency, µM (highest dose often 57.5 µM), for the others: at the highest dose activity change, negative = inhibition, usual class: inhibitors | hit rate 0.007% among 270,000 | AID 1868; further: potency means the concentration at half of the fitted maximal effect
#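 5 nM enzyme, 35 uM ATP, 100 uM galactose, 20 mM HEPES pH8.0, 5 mM MgCl2; 1 h RT; residual ATP by Kinase-Glo Plus luminescence, qHTS format.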
# hERG WT inh: KCNH2 (human, wildtype) channel inhibition. Q12809. U2OS, BacMam KCNH2, thallium flux FluxOr; hits give low values. activity change, % at 1.84 µM. hit rate 0.37% among 340,000;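 active means maximum activity change below -70%; inconclusive means maximum activity change between -70% and -50%; inactive means maximum activity change above -50%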
#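 U2OS cells transduced with wild-type KCNH2 virus are loaded with FluxOr dye for 45 min, and thallium flux is measured in kinetic reads before and after stimulation buffer. Rate constants are normalized to DMSO controls.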
# Chronic BCR inh: chronic active BCR signaling inhibition; ABC-DLBCL IkBa-CBG/CBR reporter, luminescence ratio, 4 h; Potency, µM (titrated, usually from 46.1 µM), without a hit: at the top dose ratio change, negative = lower green/red ratio, actives largely listed as inhibitors; hit rate 0.05% among 340,000; active means well fitted inhibition curve with a large enough effect in the signal ratio, with a control signal flat, not every such curve was filed as active; inconclusive means small, poorly fitted or top-dose-only effect, or effect the other way, or a change in a side signal; the % refers to the signal ratio;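 further: potency means the concentration at half of the fitted maximal effect; plate controls were basal doxycycline-induced cells for no effect and cells given 10 µM MG132 for full effect; MG132 reads +100%, hits lower the ratio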
#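 Compounds up to 46 uM were incubated four hours with TMD8 cells whose green CBG68 luciferase is fused to IkappaBalpha; red CBR luminescence normalised the signal, and concentration-effect curves were fitted to fusion, red and ratio data.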
# Giardia killer: kills Giardia lamblia; Giardia lamblia trophozoite viability; activity change, % at 7.66 µM, hits read low; hit rate 0.15% among 340,000; AID 540267; in the data active means activity change below about -80%; inconclusive means between about -30% and that limit;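 further: parasites exposed to compound for two days anaerobically before the ATP read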
#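 Each well holds 100 Giardia trophozoites and compound. After two days (48 hrs) at 37 deg C in anaerobic conditions, ATP is quantified by luminescence.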
# KCNH2 3.1 inh: blocks the human KCNH2 3.1 channel isoform. U2OS KCNH2 3.1, thallium flux FluxOr; hits give low values. activity change, % (tested at about 1.8 µM). hit rate 0.95% among 340,000;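 active means maximum activity change below -70%; inconclusive means maximum activity change from -70% to -50%; inactive means maximum activity change above -50%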;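 further: thallium influx rate constant from kinetic fluorescence after stimulation buffer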
#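 Channel expression came from 3.1 mutant virus (1.77 x 10^8 /mL) applied to suspended U2OS cells for 4 h. Flux was tracked with FluxOr dye plus Red40 quencher, and kinetic rate constants normalized to controls.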
# Coupling enz: coupling enzyme interference in Giardia aldolase counter-screen; AID 2472; activity change, negative = inhibition, % at 58.2 µM, hits read low; hit rate 0.67% among 290,000; coupling enzyme system counterscreen, AmpLite Red fluorescence; in the data active means activity change below about -30%
#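 Counterscreen lacking aldolase: glyceraldehyde-3-phosphate coupling-enzyme reagent preincubated 10 min at RT with compound (at 57.5 uM final), then substrate/coupling system with AmpLite Red added; fluorescence read at 525/598 nm after 20 min RT.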
# B2AR arrestin: beta2AR (human) beta-arrestin recruitment activity | P07550 | beta-arrestin recruitment to beta2AR, cell-based reporter | Potency, µM (titrated, usually from 46.1 µM), for inactives: at the highest dose activation, usual class: activators | hit rate 0.02% among 330,000 | AID 492947;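 further: potency means the concentration at half of the fitted maximal effect; 0% = DMSO controls and full agonism = EC100 isoproterenol or metaproterenol; nearly all actives have a fitted effect of over 65% in size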
# uPA generation: blocks generation of uPA at the cell surface. cell surface uPA generation assay, qHTS. Potency, µM (highest dose often 38.3 µM), for the others: top-dose activity change, negative = inhibition, most hits filed as inhibitors. hit rate 0.31% among 330,000; active means well fitted inhibition curve with a large enough effect; inconclusive means small, poorly fitted or top-dose-only effect; inactive means no such curve, though single readings can be large or run the other way; tested in mouse RAW 264.7 cells; further: potency means the concentration at half of the fitted maximal effect; nearly all actives have a fitted effect of over 55% in size
# Eya2 phos inh: blocks the phosphatase activity of human Eya2; recombinant Eya2, OMFP fluorescence dephosphorylation (OMFP is methylfluorescein phosphate); Potency, µM (top dose mostly 76.9 µM), for inactives: at the top dose activity, negative = inhibition, most hits filed as inhibitors; hit rate 0.006% among 330,000; AID 488837; further: potency means the concentration at half of the fitted maximal effect
# Target sequence (O00167 whole entry, looked up): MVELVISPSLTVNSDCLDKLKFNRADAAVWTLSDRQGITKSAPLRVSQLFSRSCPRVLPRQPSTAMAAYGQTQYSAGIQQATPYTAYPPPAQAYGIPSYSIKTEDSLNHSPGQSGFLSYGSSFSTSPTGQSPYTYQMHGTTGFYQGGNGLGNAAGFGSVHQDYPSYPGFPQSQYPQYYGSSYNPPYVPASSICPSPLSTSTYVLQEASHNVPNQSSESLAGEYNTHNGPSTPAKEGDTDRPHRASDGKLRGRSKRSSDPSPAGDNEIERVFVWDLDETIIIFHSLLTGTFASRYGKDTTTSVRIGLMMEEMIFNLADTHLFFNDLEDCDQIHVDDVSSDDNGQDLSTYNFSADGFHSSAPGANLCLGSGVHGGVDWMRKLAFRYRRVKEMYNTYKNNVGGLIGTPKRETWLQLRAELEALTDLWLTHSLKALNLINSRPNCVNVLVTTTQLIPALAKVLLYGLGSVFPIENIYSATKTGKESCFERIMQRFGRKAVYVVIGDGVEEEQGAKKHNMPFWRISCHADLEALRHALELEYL
#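 Eya2 protein (added as 0.2 uM solution) was preincubated with compound for 10 min at ambient temperature in 50 mM HEPES pH 7.5, 50 mM NaCl, 5 uM MgCl2, 0.05% BSA, 1 mM DTT. OMFP (added at 50 uM) then reacted 10 min; fluorescence read at 485/525 nm.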
# PKM2 activator: PKM2 (human) enzyme activation; purified PKM2, Kinase-Glo ATP luminescence, activation; response scale: 0% is enzyme alone, no compound; Potency, µM (top dose mostly 57.5 µM), without a hit: at the top dose activation, hits mostly activators; hit rate 0.34% among 260,000; AID 1631; further: potency means the concentration at half of the fitted maximal effect; nearly all actives have a fitted effect of over 55% in size
# Target sequence (P14618 whole entry, looked up): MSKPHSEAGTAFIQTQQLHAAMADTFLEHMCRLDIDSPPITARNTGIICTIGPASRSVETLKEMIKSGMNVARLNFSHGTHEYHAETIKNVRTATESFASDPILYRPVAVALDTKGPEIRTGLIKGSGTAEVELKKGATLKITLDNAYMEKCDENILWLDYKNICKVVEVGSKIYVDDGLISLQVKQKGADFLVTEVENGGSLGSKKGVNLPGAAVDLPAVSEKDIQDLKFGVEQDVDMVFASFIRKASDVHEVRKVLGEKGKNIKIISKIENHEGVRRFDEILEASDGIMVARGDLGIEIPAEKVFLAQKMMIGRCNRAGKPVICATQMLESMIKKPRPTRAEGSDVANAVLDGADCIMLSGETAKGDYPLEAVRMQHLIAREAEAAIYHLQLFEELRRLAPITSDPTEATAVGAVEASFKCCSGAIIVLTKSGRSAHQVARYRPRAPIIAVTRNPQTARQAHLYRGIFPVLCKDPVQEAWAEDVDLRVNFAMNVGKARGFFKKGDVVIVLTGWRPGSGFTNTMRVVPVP
#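 Kinase-Glo luminescence reports ATP generated from ADP (0.1 mM) and PEP (0.5 mM) by purified hPK-M2 after 1 h at room temperature, pH 7.2 imidazole buffer; intermediate enzyme activity allows detecting inhibitors and activators.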
# Numbers without * were called inactive; u = inconclusive; x = not tested or not shown; [ ] = another dose, or the depositor's remark. Unless noted, the call rests on the fitted dose curve; in most records, active means well fitted curve in the direction sought with a large enough effect; inconclusive means small, poorly fitted or top-dose-only effect, or another doubt; inactive means no such curve, though single readings can be large; an effect the other way counts as inactive or inconclusive. Unless noted, on the % scale 0 is the no-effect control and ±100 the full control effect. Rows are unselected; any-hit rate near 2.4%.
canonical_smiles	USP2a inh	GALK inhibitor	hERG WT inh	Chronic BCR inh	Giardia killer	KCNH2 3.1 inh	Coupling enz	B2AR arrestin	uPA generation	Eya2 phos inh	PKM2 activator
O=C(CCSc1nc2ccccc2o1)N1CCOCC1	-1%	1%	-11	u	5	3	5	0.3%	3%	-1%	7%
O=C(/C=C/c1ccco1)Nc1ccc2c(c1)OCO2	-1%	6%	0	u	-12	-21	-7	-0.8%	-13%	6%	-11%
CCCCCC1CCC(c2ccc(C(N)=O)cc2)CC1 (configuration not stated)	3%	0%	-10	-12%	-5	-3	4	0.3%	7%	-12%	-2%
Cc1ccc[n+](CC(=O)c2ccc(Cl)cc2)c1	-1%	-1%	-2	3%	7	-27	2	-0.3%	-5%	5%	8%
Cc1ccc(CNC(=O)CCn2c(=O)oc3ccccc32)cc1	0%	x	-1	0%	0	10	1	-0.8%	1%	-4%	-3%
O=C(Nc1cccc(Cl)c1)N(CCN1CCOCC1)Cc1cccc(Cl)c1	-2%	2%	16	2%	6	9	-1	-0.3%	-1%	-5%	-24%
CC1Cc2ccccc2N1C(=O)c1cnc2n(c1=O)CCS2 (configuration not stated)	0%	0%	-6	u	1	4	1	-1.7%	7%	-13%	-9%
O=S(=O)(c1ccc(Cl)cc1)N(Cc1ccccn1)Cc1ccccn1	-5%	2%	-6	0%	-21	-3	1	0.5%	-4%	-12%	x
CCOc1ccccc1N1CCN(C(=O)C2=CC=CN3CCS(=O)(=O)N=C23)CC1	1%	x	-20	0%	0	-11	x	0.1%	-8%	-24%	x
CCOc1ccc(NC(=O)CN2C(=O)NC3(CCCC3)C2=O)cc1S(=O)(=O)N1CCCCC1	-1%	x	-16	0%	-9	13	x	0.0%	5%	-12%	x
O=C(Nc1ccnn1C1CCN(C2CCC2)CC1)c1cccc(F)c1	2%	-4%	-4	0%	38[activator]	11	x	0.1%	-1%	15%	x
COC(=O)C(NC(C)=O)(Nc1cccc(C)n1)C(F)(F)F (configuration not stated)	-2%	-2%	-4	u	1	3	1	-0.5%	0%	u	-2%
CCOC(=O)CNc1nc(Cl)nc(Nc2ccc(OC)cc2OC)n1	-2%	-2%	5	-1%	11	20	1	-0.1%	-8%	6%	-1%
O=C1C=C(Nc2cccc3cccnc23)c2ccccc2C1=O	-1%	-4%	8	u	8	5	-65*	-0.2%	-13%	-25%	-2%[11.5 µM]
CCN(CC)c1ccc2c(Nc3ccccc3)c(C=O)c(=O)oc2c1	0%	-1%	5	-1%	4	-27	0	-0.1%	6%	2%	1%
OC(COc1ccc(CNCCc2ccccc2F)cc1)CN1CCCCC1 (configuration not stated)	0%	1%	x	-11%	6	-13	5	-0.5%	12%	-15%	18%
Cc1nn(CCC(=O)NNC(=S)Nc2ccc(Cl)cc2)c(C)c1[N+](=O)[O-]	4%	-2%	8	12%	-5	6	-2	-0.2%	x	2%	-2%
COc1ccc(-c2c[nH]c(=O)[nH]c2=O)cc1OC	0%	1%	0	4%	9	-2	0	-0.2%	2%	8%	0%
Cc1ccccc1C(=O)c1c[nH]c(C(=O)NCc2cccs2)c1	0%	-1%	-4	-25%	7	-4	-4	0.3%	0%	u	2%
CN1CCN(c2cnn(-c3ccccc3)c(=O)c2Br)CC1	12%	-1%	-4	5%	39[activator]	-14	3	0.2%	6%	5%	-1%
O=C1c2ccccc2C(=O)N1CCn1ccnc1	0%	-3%	3	2%	15	0	3	0.4%	-1%	6%	-2%[11.5 µM]
Cc1ccc(S(=O)(=O)Nc2cc(C(=O)NCCN(C)C)ccc2N2CCCCC2)cc1	-2%	-1%	16	-13%	16	-14	0	0.5%	-9%	-16%	2%
COc1cc(C(=O)NCc2nnc(SCC(=O)Nc3ccc4c(c3)OCO4)o2)cc(OC)c1OC	4%	1%	-1	-22%	3	-22	-1	-0.9%	3%	-10%	6%
COCc1cc(SC2CCCCC2)nc(C)n1	-6%	5%	-5	u	13	3	2	0.2%	-7%	-4%	25%
Cc1ccc(-c2noc(CCC(=O)Nc3ccc(C)cn3)n2)cc1	-1%	1%	4	u	-7	4	-3	-0.9%	-2%	3%	-8%
O=C(NCCOc1ccccc1)c1ccccc1SCC(=O)N1CCCC1	3%	x	-2	2%	-28	-11	x	-0.1%	0%	16%	x
Cc1cc(C)c2cc(C(=O)N3CCc4ccccc4C3)[nH]c2c1	1%	1%	-8	u	-2	-10	0	-0.1%	-19%	-5%	-3%
CCOC(=O)c1cc2c(=O)n3ccccc3nc2n(C(C)C)c1=NC(=O)c1ccncc1	2%	-1%	-9	-9%	-10	0	4	-0.7%	-1%	12%	-2%
CC1CCN(C(=O)CSCC(=O)Nc2nc(-c3cccs3)cs2)CC1	0%	0%	-16	-3%	-9	-17	-1	-0.1%	1%	-17%	3%
COc1ccccc1/C=C/C1(C(=O)NC2CCCC2)CC(=O)N1c1ccc(C)cc1 (configuration not stated)	-1%	-2%	3	-1%	-5	-21	-1	0.1%	-11%	-13%	7%
CC(C)Oc1ccc(C(=O)Nc2cccc(S(=O)(=O)N3CCCC3)c2)cc1	1%	x	15	-4%	-8	-125*	x	0.0%	-6%	-10%	x
COc1ccc(CN2CCN(Cc3ccco3)CC2)c(OC)c1	-9%	-2%	26	-1%	3	1	1	-0.8%	-13%	-8%	x
COc1ccccc1OCc1nnc(SCC(N)=O)n1-c1ccccc1	1%	-5%	-10	0%	1	-4	0	-0.6%	-10%	6%	1%
Cc1ccc(CN(CC(=O)NCCc2ccccc2)C(=O)c2csnn2)cc1	-1%	-2%	-3	2%	-20	3	-1	0.0%	5%	-4%	4%
O=C(CN(C(=O)Cn1nnc(-c2ccc(F)cc2)n1)c1cccc(F)c1)NC1CCCC1	2%	4%	-2	6%	6	5	3	-0.1%	2%	-5%	x
Nc1nonc1-c1nc2ccccc2n1CC(=O)N1CCCCC1	0%	2%	-8	u	-22	-14	5	-2.6%	9%	11%	-1%
CN(C)c1ccc(CNc2ncnc3sccc23)cc1	0%	0%	-13	u	-18	-5	3	-0.4%	5%	9%	0%
COc1ccc(N2CCN(C(=O)c3ccc(OCc4c(C)noc4C)c(OC)c3)CC2)cc1	1%	-2%	8	8%	39[activator]	10	0	-0.2%	-2%	7%	-3%
CN1/C(=C\C(=S)NC(=O)c2ccccc2Cl)C(C)(C)c2ccccc21	0%	0%	8	-14%	-1	6	0	0.0%	-10%	-4%	4%
Cc1ccc(C(=O)NN(C)c2nc3ccccc3nc2C(F)(F)F)cc1	0%	-1%	-7	-6%	14	8	3	-1.0%	-14%	-1%	-1%
Cc1ccccc1CN1CCN(S(=O)(=O)c2ccc(F)cc2)CC1	3%	-1%	-12	-1%	-14	12	0	0.2%	4%	0%	-3%
Cc1ccc(NC(=O)Cc2nc(COC(=O)Cc3cccc(C(F)(F)F)c3)cs2)cc1	0%	x	8	u	4	-5	x	0.1%	3%	-20%	x
COc1cc(CNCc2ccco2)cc(OC)c1O	2%	6%	-3	3%	-13	0	-1	0.2%	-3%	-22%	1%
COc1cccc(-c2csc(N3CCN(CC(=O)NNC(=O)c4ccc(Br)cc4)CC3)n2)c1	0%	1%	1	u	-16	-27	-2	-0.8%	-16%	-25%	3%
CCn1nc(NS(=O)(=O)c2ccc([N+](=O)[O-])cc2)c2cc3ccccc3nc21	1%	-11%	1	6%	-19	14	x	0.0%	-6%	-1%	x
CC(=O)Nc1cccc(NC(=O)C2CCCN2C(=O)Nc2ccc(Cl)cc2)c1 (configuration not stated)	0%	-1%	-3	-8%	-3	2	0	-0.1%	-1%	1%	2%
CC(C)CN(C(=O)COC(=O)c1cncc(Br)c1)c1c(N)n(Cc2ccccc2)c(=O)[nH]c1=O	3%	9%	11	3%	13	-7	-1	0.3%	-88%	3%	2%
COc1ccccc1NC(=O)CSc1nnc(COc2ccc(Cl)cc2)o1	1%	0%	-19	-7%	-2	-5	-2	-0.4%	20%	-7%	x
O=C(NC(Cc1c[nH]c2ccccc12)C(=O)Nc1ccc(OC(F)(F)F)cc1)c1cccs1 (configuration not stated)	1%	x	3	5%	9	-31	-1	-0.6%	1%	1%	0%
O=c1[nH]c(N2CCN(Cc3ccc4c(c3)OCO4)CC2)nc2c1CCCC2	1%	1%	-2	4%	5	8	-3	0.3%	2%	-1%	-4%
CCNc1nc(Oc2ccc(=O)n(-c3ccccc3)n2)nc(N2CCOCC2)n1	2%	3%	0	u	2	0	4	0.2%	-4%	-18%	2%
O=C(CN1CCN(c2ccccc2)CC1)Nc1ccc(Oc2ccccc2)cc1	-10%	-3%	10	14%	-16	15	2	0.0%	1%	-6%	-1%
